Bioassay records deposited in PubChem by several laboratories.
BoNT F protease = BoNT/F light chain protease inhibitors, primary screen, biochemical, flow cytometry, MLPCN library; Botulinum neurotoxin type F light chain protease (Clostridium botulinum); Multiplex microsphere protease cleavage assay; inhibition, % at 10 µM; 0.22% of 360,000 active; AID 588497, 2011; in the data active means inhibition above about 35%, passing the limit was not always enough; inconclusive means no clear call, values can overlap the other calls; further: plate controls were buffer without enzyme for full effect and enzyme alone for no effect
PrPC surface inh = inhibitors of human cell surface prion protein PrPC, primary screen, cell-based, TR-FRET; Major prion protein (Homo sapiens), P04156; TR-FRET read-out; inhibition, % at 13.8 µM; 0.43% of 370,000 active; in the data active means inhibition above about 24%; further: 0% = median of the test wells and 100% = reference compound wells
FadD28 binding = inhibitors of FadD28 bisubstrate probe binding, primary screen, biochemical, fluorescence polarization, single point; Mycobacterium tuberculosis FadD28 fatty-acid-AMP ligase; inhibition, % at 12.5 µM; 0.22% of 360,000 active; AID 588549, 2011; in the data active means inhibition above about 8.5%, passing the limit was not always enough; inconclusive means no clear call, values can overlap the other calls
GDH-TPI counter = GDH-TPI coupling enzyme inhibitors, primary screen, artefact control for M. tuberculosis FBA inhibitor project, biochemical, absorbance, full deck. 1.2% of 360,000 active. inhibition, % at 4.8 µM. GDH-TPI coupled enzyme counterscreen, NADH absorbance. AID 588335, 2011;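 further: 0% = DMSO wells and 100% = wells lacking the enzyme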
BioA inh = M. tuberculosis BioA enzyme inhibitors, primary screen, biochemical, plate reader, single point, HTS | purified M. tuberculosis BioA enzyme | inhibition, % at 9.99 µM | 0.096% of 360,000 active | AID 602481, 2012; in the data active means inhibition above about 40%; inconclusive means no clear call, values can overlap the other calls
Mtb FBA inh = Mtb FBA enzyme inhibitors, primary screen, biochemical, fluorescence, strain H37Rv; Fructose-bisphosphate aldolase (Mycobacterium tuberculosis (strain ATCC 25618 / H37Rv)), …; purified M. tuberculosis FBA, fluorescence read-out; inhibition, % at 1 µM; 2.3% of 360,000 active; in the data active means inhibition above about 27%;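 further: 0% = vehicle and 100% = reference inhibitor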
Target sequence (P9WQA3 whole entry, looked up): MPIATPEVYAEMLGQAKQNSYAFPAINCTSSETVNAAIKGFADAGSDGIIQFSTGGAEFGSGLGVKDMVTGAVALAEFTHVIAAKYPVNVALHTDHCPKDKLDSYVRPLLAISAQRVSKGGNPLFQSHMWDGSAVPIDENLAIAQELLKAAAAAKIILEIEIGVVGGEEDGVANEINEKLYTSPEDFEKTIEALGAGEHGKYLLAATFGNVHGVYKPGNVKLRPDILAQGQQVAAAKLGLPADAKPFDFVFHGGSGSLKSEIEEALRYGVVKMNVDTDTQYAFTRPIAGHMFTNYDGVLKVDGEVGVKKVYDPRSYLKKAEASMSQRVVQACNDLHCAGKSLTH
CCHFV vOTU inh = CCHFV vOTU protease inhibitors, primary screen, biochemical, Pep-AMC substrate, fluorescence; inhibition, % at 11.5 µM; 0.55% of 370,000 active; further: 0% = vehicle wells with enzyme and 100% = no enzyme wells
UGM FP inh = M. tuberculosis UGM enzyme inhibitors, primary screen, biochemical, fluorescence polarization, single point | UDP-galactopyranose mutase (Mycobacterium tuberculosis (strain ATCC 25618 / H37Rv)), … | AID 504406, 2011 | purified UGM, fluorescence polarization probe displacement | 0.06% of 320,000 active | inhibition, % at 10 µM; in the data active means inhibition above about 10%, passing the limit was not always enough; inconclusive means no clear call, values can overlap the other calls
Target sequence (P9WIQ1 whole entry, looked up): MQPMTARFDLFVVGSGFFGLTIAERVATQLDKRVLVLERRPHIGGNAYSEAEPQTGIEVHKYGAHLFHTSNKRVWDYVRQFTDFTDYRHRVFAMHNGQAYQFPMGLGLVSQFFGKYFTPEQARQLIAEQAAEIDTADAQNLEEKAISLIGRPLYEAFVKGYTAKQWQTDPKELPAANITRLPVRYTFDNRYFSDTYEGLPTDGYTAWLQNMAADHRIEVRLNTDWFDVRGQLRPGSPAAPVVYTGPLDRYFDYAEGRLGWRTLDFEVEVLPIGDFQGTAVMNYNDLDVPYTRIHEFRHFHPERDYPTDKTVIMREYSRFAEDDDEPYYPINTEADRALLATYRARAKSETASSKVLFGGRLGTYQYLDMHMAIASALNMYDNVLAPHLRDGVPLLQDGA
BoNT A protease = BoNT/A light chain protease inhibitors, primary screen, biochemical, flow cytometry, MLPCN library; Botulinum neurotoxin type A light chain protease (Clostridium botulinum A str. ATCC 3502); multiplex microsphere protease substrate cleavage; inhibition, % at 10 µM; 0.17% of 360,000 active; in the data active means inhibition above about 30%; inconclusive means no clear call, values can overlap the other calls; further: plate controls were buffer without enzyme for full effect and enzyme alone for no effect
An asterisk follows results filed as active; ? = inconclusive; / = no result given; & = joins results of further samples. Unless noted, no stated cut-off is given here; in the data, active means inhibition above about 30%; inactive means the rest.

SMILES	BoNT F protease	PrPC surface inh	FadD28 binding	GDH-TPI counter	BioA inh	Mtb FBA inh	CCHFV vOTU inh	UGM FP inh	BoNT A protease
Cc1nc2ccccc2c(=O)n1-c1ccc(Br)cn1	/	1	-0.8	-4	-0.4	3	2	-3.9	/
Cc1occc1-c1nnc(SCC(=O)Nc2ccccn2)o1	1	3	-0.3	4	/	-2	10	2.3	-0.2
CNC(=S)NCCc1cc2c(OC)ccc(OC)c2[nH]c1=O	0	-7	-3.4	-4	-1.0	-5	3	-1.8	0.4
CCN(/N=C/C=C/c1ccccc1)c1cc(=O)n(C)c(=O)[nH]1	-2	-1	-0.6	70*	/	-2	17	-0.1	-0.2
COc1ccc(S(=O)(=O)N2CCCCC2)cc1NC(=O)CNc1ccccc1N1CCCC1=O	-8	5	0.0	2	-1.1	1	-6	-1.6	0.9
O=C(CNCC1CCCO1)N1CCCc2ccccc21 (configuration not stated)	9	-2	-0.5	-6	-0.4	4	-16	-0.4	1.6
CCCC(C(=O)Nc1cccc(S(=O)(=O)N2CCCC2)c1)c1ccccc1 (configuration not stated)	?	11	-2.8	6	/	1	10	-2.0	4.8
CCOC(=O)c1cc(NC(=O)COc2ccc([N+](=O)[O-])cc2)cc(C(=O)OCC)c1	-2	-5	0.4	12	0.3	3	1	1.0	-0.5
CC(NC(=O)COc1ccc(-c2ccccc2)cc1)C1CCCO1 (configuration not stated)	0	-2	-1.0	8	-3.6	0	7	2.7	-3.0
Cn1c(/C=N/n2cnnc2)nc2ccccc21	-8	0	-2.5	37*	4.2	45*	-37	1.0	1.7
O=C(COc1ccc(Br)cc1CO)Nc1ccccc1	-1	4	-2.7	5	-11	-1	-3	-2.4	-0.5
COc1ccc2cc(C(=O)C3CCCN(C(=O)c4cncs4)C3)ccc2c1 (configuration not stated)	7	-2	-3.8	8	4.5	152*	-115	0.3	1.7

Copied from the listing for reference:
SMILES	BoNT F protease	PrPC surface inh	FadD28 binding	GDH-TPI counter	BioA inh	Mtb FBA inh	CCHFV vOTU inh	UGM FP inh	BoNT A protease
Cc1nc2ccccc2c(=O)n1-c1ccc(Br)cn1	/	1	-0.8	-4	-0.4	3	2	-3.9	/
Cc1occc1-c1nnc(SCC(=O)Nc2ccccn2)o1	1	3	-0.3	4	/	-2	10	2.3	-0.2

Further structures.
SMILES	BoNT F protease	PrPC surface inh	FadD28 binding	GDH-TPI counter	BioA inh	Mtb FBA inh	CCHFV vOTU inh	UGM FP inh	BoNT A protease
Cc1occc1C(=O)NN=C1C2CC3CC(C2)CC1C3	/	7	0.9	6	0.0	2	-10	3.1	/
C/C=C1/CN2C3CC1C(CO)(C(=O)OC)C2Cc1c3n(C)c2ccccc12 (configuration not stated)	4	0	-0.4	5	-0.3	4	-2	-1.0	-0.3
CCOc1ccc(S(=O)(=O)N2CCCC(C(=O)NCC3CCCO3)C2)cc1 (configuration not stated)	2	7	0.2	-3	-3.2	3	-12	-2.3	2.6
COc1ccc(Nc2nc(N)nc(CSC(=S)N3CCCCC3)n2)cc1	-5	-2	-0.1	-1	0.6	3	-27	-1.4	-1.2
CCCn1c(SCC(=O)c2[nH]c(C)c(C(C)=O)c2C)n[nH]c1=O	-9	-1	-3.0	5	2.1	-7	8	-2.7	-0.4
Cc1ccc(NC(=O)CSc2nnc(-c3cnccn3)n2-c2ccccc2)cc1	-6	6	-1.4	11	/	3	-6	0.1	?
CC1CCc2[nH]c3ccc(C(=O)N(C)CC(=O)Nc4ccccc4C(F)(F)F)cc3c2C1 (configuration not stated)	2	-9	-3.4	3	-0.8	0	10	-0.4	-2.6
Cc1cc2[nH]cnc2c([N+](=O)[O-])c1C	1	-9	-0.4	3	/	3	0	0.2	-0.6
O=C1CC(c2ccccc2)Cc2nc(N3CCc4ccccc4C3)ncc21 (configuration not stated)	0	-3	-0.4	8	/	3	-9	-0.4	0.4
O=C(NCc1nc2ccccc2[nH]1)C1CCCCC1	-3	1	0.2	1	/	1	8	-0.9	-0.1
O=C(Cc1ccc(Cl)cc1)NC1CCS(=O)(=O)C1 (configuration not stated)	-2	2	0.6	1	-3.0	1	8	-3.3	0.2
Cc1cccc(N=c2c([N+](=O)[O-])nn(-c3ccc(Cl)cc3)n2O)c1	-1	-2	-0.5	9	-0.9	-1	-5	1.6	-0.2

Some of these compounds in order of length of the SMILES, largest number first:
SMILES	BoNT F protease	PrPC surface inh	FadD28 binding	GDH-TPI counter	BioA inh	Mtb FBA inh	CCHFV vOTU inh	UGM FP inh	BoNT A protease
CCOC(=O)c1cc(NC(=O)COc2ccc([N+](=O)[O-])cc2)cc(C(=O)OCC)c1	-2	-5	0.4	12	0.3	3	1	1.0	-0.5
CC1CCc2[nH]c3ccc(C(=O)N(C)CC(=O)Nc4ccccc4C(F)(F)F)cc3c2C1 (configuration not stated)	2	-9	-3.4	3	-0.8	0	10	-0.4	-2.6
Cc1cccc(N=c2c([N+](=O)[O-])nn(-c3ccc(Cl)cc3)n2O)c1	-1	-2	-0.5	9	-0.9	-1	-5	1.6	-0.2
C/C=C1/CN2C3CC1C(CO)(C(=O)OC)C2Cc1c3n(C)c2ccccc12 (configuration not stated)	4	0	-0.4	5	-0.3	4	-2	-1.0	-0.3
Cc1ccc(NC(=O)CSc2nnc(-c3cnccn3)n2-c2ccccc2)cc1	-6	6	-1.4	11	/	3	-6	0.1	?
COc1ccc2cc(C(=O)C3CCCN(C(=O)c4cncs4)C3)ccc2c1 (configuration not stated)	7	-2	-3.8	8	4.5	152*	-115	0.3	1.7
O=C1CC(c2ccccc2)Cc2nc(N3CCc4ccccc4C3)ncc21 (configuration not stated)	0	-3	-0.4	8	/	3	-9	-0.4	0.4
COc1ccc(Nc2nc(N)nc(CSC(=S)N3CCCCC3)n2)cc1	-5	-2	-0.1	-1	0.6	3	-27	-1.4	-1.2
CC(NC(=O)COc1ccc(-c2ccccc2)cc1)C1CCCO1 (configuration not stated)	0	-2	-1.0	8	-3.6	0	7	2.7	-3.0
Cc1occc1C(=O)NN=C1C2CC3CC(C2)CC1C3	/	7	0.9	6	0.0	2	-10	3.1	/
Cc1cc2[nH]cnc2c([N+](=O)[O-])c1C	1	-9	-0.4	3	/	3	0	0.2	-0.6
O=C(NCc1nc2ccccc2[nH]1)C1CCCCC1	-3	1	0.2	1	/	1	8	-0.9	-0.1
O=C(COc1ccc(Br)cc1CO)Nc1ccccc1	-1	4	-2.7	5	-11	-1	-3	-2.4	-0.5
Cn1c(/C=N/n2cnnc2)nc2ccccc21	-8	0	-2.5	37*	4.2	45*	-37	1.0	1.7

More records:
SMILES	BoNT F protease	PrPC surface inh	FadD28 binding	GDH-TPI counter	BioA inh	Mtb FBA inh	CCHFV vOTU inh	UGM FP inh	BoNT A protease
CNC(=O)c1cc(Nc2nnc(C)c3ccccc23)ccc1OC	2	-8	-2.8	5	2.8	-6	8	-3.3	0.6
O=c1cc(N2CCN(c3ccccc3Cl)CC2)[nH]c(=O)n1Cc1ccc(F)cc1	-4	9	1.7	1	-1.4	2	-2	-0.6	-0.7
O=C(CCN1C(=O)c2ccccc2C1=O)Nc1sc2c(c1C(=O)NCc1ccco1)CCCC2	-6	14	-1.2	-4	-1.9	-1	1	0.7	?
COC(=O)C1=C(C)OC(N)=C(C#N)C1c1c(C)nn(-c2ccccc2)c1Cl (configuration not stated)	-38	4	-7.0	10	-0.1	-2	-10	1.0	-2.1
O=C(Nc1ccc(Oc2cccnc2)cc1)C1CCN(Cc2ccc(F)cc2)CC1	8	-16	1.5	10	-1.4	1	-2	0.2	3.9
O=C(COC(=O)C1CC1)c1c[nH]c2ccccc12	5	9	-1.6	-1	-1.2	5	-5	1.6	4.3
CCN1C(=O)CS/C1=C(\C#N)S(=O)(=O)c1ccccc1	6	3	0.0	3	-2.3	1	7	1.9	8.5
Cc1sc(NC(=O)C2CCCCC2C(=O)O)c(C(N)=O)c1-c1ccccc1 (configuration not stated)	5	4	-0.7	5	0.9	0	15	-0.3	0.4
O=C1[C@H]2[C@@H](c3ccc(F)cc3)N3C(=O)N(c4cccc(Cl)c4)C(=O)[C@@]3(Cc3ccc(Cl)cc3)[C@H]2C(=O)N1C1CCCCC1	0	1	1.1	-6	-1.3	2	-1	0.3	0.2
CCOc1ccc2nc(SC3CC(=O)N(c4ccccc4)C3=O)sc2c1 (configuration not stated)	-4	/	-2.1	11	-1.4	0	/	-0.8	-0.2
CCNc1sc(C(=O)OCC)c(N)c1C#N	-4	4	-1.7	1	/	-1	3	-5.1	-0.5
CCCOc1ccc(OCCSc2nnc(N)s2)cc1	9	11	-2.6	-10	0.3	0	8	3.5	0.1
COCCN1C(=O)C(=O)/C(=C(/O)c2cccc(S(=O)(=O)N(C)C)c2)C12C(=O)N(C)c1ccccc12 (configuration not stated)	-10	-3	-0.5	24	0.5	4	6	1.8	-1.3
Cc1cc(C)c(C(=O)C(C)OC(=O)c2ccccn2)cc1C (configuration not stated)	1	1	-1.7	-1	-1.2	-2	-8	-0.6	-1.0
O=C(CCSc1nc(-c2ccco2)cc(C(F)(F)F)n1)N1CCCc2ccccc21	-6	16	-2.0	11	1.6	3	19	1.5	0.5
COc1ccc(-c2cc(C(F)(F)F)n3nc(C(=O)Nc4c(C)n(C)n(-c5ccccc5)c4=O)cc3n2)cc1	-4	-5	-3.1	-4	/	2	10	/	-1.6
COc1ccc(S(=O)(=O)N(C)c2c(C)n(C)n(-c3ccccc3)c2=O)cc1OC	2	1	-0.4	6	/	1	4	-1.6	-0.5
Cc1ccc(NC(=O)CCSc2nc(C)cc(C)n2)cc1	/	-2	-0.3	-3	0.4	1	-8	-0.2	/
CC(C)NC(=O)N(C)C[C@H]1Oc2ncc(Br)cc2C(=O)N([C@H](C)CO)C[C@@H]1C	-3	3	-1.9	-12	0.1	-2	4	/	-0.1
CCCOC(=O)c1c(NC(=O)CCC(=O)O)sc2c1CCCCC2	-3	-7	-0.9	-3	/	1	9	3.5	-0.1
Nc1nonc1-n1nnc(C(=O)N/N=C/c2c[nH]c3ccccc23)c1-c1ccccc1	-2	3	-3.0	17	0.8	0	-1	1.4	1.4
Cc1ccc(/C=C/C(=O)Nc2sc(C)c(C)c2C(=O)OC(C)C)o1	2	-4	-1.2	16	-1.0	2	16	-1.7	3.3
O=C(CCNC(=O)c1ccc(Br)cc1)NC1CCCc2ccccc21 (configuration not stated)	10	-7	0.6	7	-1.2	3	-2	0.8	2.7
Cn1cnnc1SC/C(O)=C(\C#N)c1nc2ccccc2[nH]1	-2	-1	-0.1	28	/	-1	9	2.4	0.7
COc1cccc(NS(=O)(=O)NC(=O)c2c(C)[nH]c3ccccc23)c1	4	-4	-2.7	-7	-1.0	0	1	2.1	1.1
O=C(C(=O)N1CCOCC1)c1c[nH]c2ccccc12	0	4	0.4	8	/	2	10	-0.1	0.1
O=C(N1CCN(c2ccc(F)cc2)CC1)C12CC3CC(CC(C3)C1)C2	-24	1	-1.5	-2	-0.8	-1	-6	0.5	-0.7
Cc1ccc2nc(NC(=O)CCCC(=O)O)sc2c1	-4	5	-0.4	1	/	9	7	3.2	-0.9
CCCCOc1ccccc1C1NC(=O)CCC1[N+](=O)[O-] (configuration not stated)	12	-7	-1.9	5	0.0	3	-3	-4.1	-0.1
Cc1cc2nc(C)n3c4ccccc4nc3n2n1	6	-8	-4.4	-8	0.8	-4	24	1.6	-0.4
Clc1ccc2nc(C3CCCCC3)c(Cc3ccccc3)n2c1	4	0	-1.0	/	-1.5	0	6	/	0.9
CN1CCN(C(=O)C2=C[C@@H](c3ccc4c(c3)OCO4)C[C@@H](OCc3ccc(CO)cc3)O2)CC1	-11	-6	-2.2	6	1.3&2.2	5	-9	0.8	-0.9
O=C(CN1C(=O)S/C(=C\C=C\c2ccccc2)C1=O)Nc1cccc(O)c1	-5	-5	-1.0	32*	-0.7	-3	3	-2.9	0.2
